# Assay outcomes deposited in PubChem by several laboratories.
# TROY signal inh – inhibitors of TROY-driven NF-kB signaling, primary screen, Q293 LMP1-TROYcd cells, NF-kB luciferase, uHTS | Q293 LMP1-TROYcd NF-kB luciferase reporter, 4 h | inhibition, % at 10 µM | 0.98% of 360,000 active;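 active = compounds whose plate-normalised and pattern-corrected inhibition of the luciferase reporter signal at the single screening dose is 50% or more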
# TLR9-MyD88 inh – inhibitors of TLR9-MyD88 association in cells, primary screen, cell-based, CHO, BLA complementation, fluorescence; Toll-like receptor 9 (Homo sapiens) + Myeloid differentiation primary response protein …; CCF4 FRET ratio; inhibition, % at 4.98 µM; 0.21% of 340,000 active; AID 504734, 2011;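 active = inhibition above the mean over all tested compounds plus 3 SD, cut at about 21% in these data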;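 note: 0% = DMSO only wells and 100% = clavulanate BLA inhibitor control wells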
# NR5A2 inv ag – LRH-1 (NR5A2) inverse agonists, primary screen, cell-based, luminescence, HEK293T, StAR-luciferase reporter | Nuclear receptor subfamily 5 group A member 2 (Homo sapiens), O00482 | LRH-1 transfected, 24 h | inhibition, % at 3.6 µM | 0.13% of 360,000 active | AID 602396, 2012;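 active = inhibition above the mean inhibition of all tested compounds plus 3 SD, cut at about 73% in these data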;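 note: 0% = DMSO wells and 100% = reporter-only cells lacking LRH-1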
# NOD2 RIPK2 PPI – NOD2-RIPK2 binding disruptors in cells, primary screen, fluorescence, CHO cells, BLA complementation | Receptor-interacting serine/threonine-protein kinase 2 (Homo sapiens), O43353 | CCF4 ratio | inhibition, % at 4.98 µM | 0.38% of 360,000 active | AID 624267, 2012; in the data active = inhibition above about 21%;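 note: 0% = vehicle only and 100% = reference blocker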
# NCOA3 inh – SRC3 coactivator transcriptional activity inhibitors, primary screen, cell-based, luminescence. Nuclear receptor coactivator 3 (Homo sapiens), Q9Y6Q9. HEK293 GAL4-SRC3 luciferase reporter. inhibition, % at 3.6 µM. 0.17% of 360,000 active. AID 588352, 2011;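 active = inhibition above a per-campaign cutoff, the mean of all compounds plus 3 SD, cut at about 60% in these data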;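 note: 0% = DMSO-treated cells and 100% = gossypol-treated cells at 36 µM; higher means less SRC3-driven luciferase light from the GAL4 reporter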
# NCOA1 inh – SRC1 coactivator transcriptional activity inhibitors, primary screen, cell-based, luminescence; Nuclear receptor coactivator 1 (Homo sapiens), Q15788; HEK293 GAL4-SRC1 luciferase reporter; inhibition, % at 3.6 µM; 0.12% of 360,000 active;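 active = inhibition above the campaign mean plus 3 SD, with each screening campaign given its own cutoff, cut at about 60% in these data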;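 note: 0% = DMSO treated cells and 100% = gossypol at 36 µM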
# TRAIL sens C8 – viability loss with TRAIL in NB7+C8 cells, primary screen, TRAIL sensitizer project, cell-based, ATPlite luminescence. inhibition (viability loss, TRAIL sensitization), % at 10 µM. 1% of 360,000 active;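 active = compounds causing at least 50% loss of cell viability in the single-dose screen, relative to plate controls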
# SRC2 inh – inhibition of GAL4-SRC2 driven luciferase reporter, primary screen, SRC2 inhibitor project, cell-based, luminescence | inhibition, % at 9 µM | HEK293 GAL4-SRC2 luciferase reporter | Nuclear receptor coactivator 2 (Homo sapiens), Q15596 | 0.17% of 370,000 active;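 active = inhibition above the mean inhibition of all tested compounds plus 3 SD, set per campaign, cut at about 52% in these data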;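 note: 0% = DMSO treated cells and 100% = cells given Gossypol at 36 µM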
# TWEAK-Fn14 inh – inhibitors of TWEAK-Fn14 signaling, primary screen, luciferase reporter cells, uHTS; inhibition, % at 10 µM; TWEAK-stimulated Fn14 reporter cells, luciferase luminescence, 8 h; 2% of 360,000 active; AID 1159606, 2016; in the data active = inhibition above about 50%
# EBV LMP1 NFkB – EBV LMP1-driven NF-kappaB luciferase reporter inhibitors, primary screen, cell-based, luminescence, single point | AID 504558, 2011 | inhibition, % at 12.5 µM | 0.69% of 350,000 active | LMP1-induced NF-kappaB luciferase reporter cells; in the data active = inhibition above about 41%;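 note: 0% = neutral control wells and 100% = reference inhibitor control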
# COUP-TFII inh – NR2F2 transcriptional activity inhibitors, primary screen, cell-based, luciferase reporter, HEK293T, luminescence | HEK293T NGFI-A luciferase reporter | 0.7% of 370,000 active | AID 686940, 2013 | COUP transcription factor 2 (Homo sapiens), P24468 | inhibition, % at 8.6 µM;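 active = inhibition above a per-plate cutoff, mean inhibition of test wells between control levels plus 3 SD, cut at about 38% in these data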;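 note: cells cotransfected with COUP-TFII expression vector driving the NGFI-A reporter; 0% = median of COUP-TF2 test wells and 100% = reporter-only cells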
# An asterisk follows results filed as active; / = no result given. An excerpt. The share of hits here may be higher or lower than overall.
SMILES,TROY signal inh,TLR9-MyD88 inh,NR5A2 inv ag,NOD2 RIPK2 PPI,NCOA3 inh,NCOA1 inh,TRAIL sens C8,SRC2 inh,TWEAK-Fn14 inh,EBV LMP1 NFkB,COUP-TFII inh
CCOC(=O)c1sc(NS(=O)(=O)c2ccccc2Cl)nc1C,1,2,9,-6,8,-4,-16,-2,5,4,3
CCOC(=O)CCCCCN1C(=O)c2cccc3cccc(c23)C1=O,-17,-7,10,-6,0,-14,7,5,-8,12,-10
Cc1cccc(NC(=O)CSCC(=O)Nc2ccccc2C(=O)NC2CC2)c1,10,3,-1,-3,-22,0,-4,10,12,-1,-9
CC(=O)Nc1cccc(/C(C)=N/NC(=O)c2c(-c3ccccc3Cl)noc2C)c1,2,-5,15,1,17,16,20,18,-6,7,-2
N[C@@H](Cc1ccc(O)cc1)C(=O)Nc1ccc2ccccc2c1,-35,2,-42,-5,-36,-40,-8,-58,-46,-7,-24
CCOC(=O)c1ccc(NC(=O)C(=O)NCC2(c3ccc(OC)cc3)CCOCC2)cc1,8,-1,3,0,15,-13,-3,1,-5,4,4
CN(C)c1ncc(S(=O)(=O)c2ccccc2)c(N)n1,-5,4,-2,-2,-5,12,-13,5,-3,-8,-9
O=C1NC(=O)C2(CCc3ccccc32)N1 (configuration not stated),/,-5,2,6,14,-3,-4,15,15,6,2
O=c1[nH]cnc2sc3c(c12)CCCC3,17,4,-5,-3,22,25,-22,33,16,3,10
O=C(O)c1cc(Cl)c(Cl)cc1C(=O)N1CCOCC1,-4,8,6,5,14,-1,-5,11,-6,-20,-6
O=C(Nc1ccc(NC(=O)c2ccco2)cc1)c1ccc2c(c1)OCCO2,17,/,-28,5,-3,3,6,61*,27,-8,29
Cc1ccc(Cl)cc1NC(C#N)c1ccccc1 (configuration not stated),-6,5,14,-10,7,0,-3,4,13,-3,6
Cn1nccc1C(=O)NC1CC(C)(C)Cc2c1cnn2-c1ccc(F)cc1 (configuration not stated),1,-10,-26,-11,-3,18,-2,4,4,-5,1
CC(=O)c1cccc(NC(=O)COc2nsnc2N2CCOCC2)c1,13,-5,9,0,-17,7,4,-9,3,0,4
COC(=O)c1cc(NC2c3ccccc3C(=O)N2c2ccc(Cl)cn2)cc(C(=O)OC)c1 (configuration not stated),-37,3,-28,-6,-34,-3,-7,-16,-15,-3,1
COc1ccc(CCNCC(=O)Nc2ccc(C)c(S(=O)(=O)N(C)C)c2)cc1OC,6,-9,9,11,1,0,-5,1,-10,-2,22
Cc1cccc(-n2c(C)cc(/C=N/n3cnnc3)c2C)c1,0,-4,-4,1,-25,2,22,0,-1,7,5
Cc1ccccc1OCC(=O)NC(=S)Nc1cccc2cc(O)ccc12,27,4,20,11,-1,-24,-20,1,-9,4,20
COc1ccc(OC)c(NC(=O)Nc2ccccc2C)c1,-7,-1,-12,-5,13,7,-2,-4,2,2,12
COc1cc(Cl)c(C)cc1NC(=O)Cc1ccc(OC)c(OC)c1,26,-6,7,-6,20,3,1,17,2,4,16
CC(C)(/C=N/NC(=O)CSCc1ccccc1Cl)CCC#N,5,-19,7,3,14,-4,15,-8,-27,5,-7
N#CCCCSc1ncccc1-c1nc2ccccc2[nH]1,-11,-6,-20,1,14,3,4,-38,-23,16,-32
O=C(/C=C/c1ccc(F)cc1)NCCCn1ccnc1,-7,0,-7,-5,-30,-23,0,2,11,1,13
O=C(COC(=O)c1cc(-c2cccnc2)nc2ccccc12)Nc1ccc(F)cc1F,11,6,15,6,2,0,-11,3,14,-15,5
O=C(Cc1ccc(S(=O)(=O)N2CCOCC2)s1)Nc1cc(Cl)ccc1Cl,-3,1,14,6,12,6,-5,-6,3,-6,-14

# Other records follow.
SMILES,TROY signal inh,TLR9-MyD88 inh,NR5A2 inv ag,NOD2 RIPK2 PPI,NCOA3 inh,NCOA1 inh,TRAIL sens C8,SRC2 inh,TWEAK-Fn14 inh,EBV LMP1 NFkB,COUP-TFII inh
CCN(CC)CCN1C(=O)C(O)=C(C(=O)c2cccs2)C1c1ccc(C)o1 (configuration not stated),0,-8,-14,-8,-13,-36,-3,-45,5,4,-6
CCOC(=O)Cc1csc(NS(=O)(=O)c2ccc(Br)cc2)n1,9,-14,18,-4,13,-14,3,-25,18,2,19
COc1cccc(N(C(=O)CNC(=O)c2ccco2)C(C(=O)NC2CCCCC2)c2cccnc2)c1 (configuration not stated),-39,-4,10,-1,-22,11,3,-8,31,4,1
COc1ccc(NS(=O)(=O)c2cc(NC(=O)/C=C/c3cccs3)ccc2N2CCOCC2)cc1,11,0,18,-3,7,-3,9,0,41,12,15
Cc1cccc(-n2ncc3c(N4CCCc5ccccc54)ncnc32)c1,-1,-4,-162,4,-84,-98,23,-65,-10,-26,-50
CCSc1nnc(Nc2ccccc2)s1,-70,-2,-75,0,-75,-51,11,-53,-40,-13,-26
CC(=O)Nc1ccc(S(=O)(=O)N2CCC(n3cnc4cc(F)ccc43)CC2)cc1,2,-7,-9,-5,8,19,3,-5,2,8,14
Cc1cc(N(C)C)nc(SC(C)C)n1,20,-3,-24,-17,-1,-20,5,-25,10,-4,-15
O=C(CCCCCN1C(=O)c2ccccc2C1=O)Nc1ccc(S(=O)(=O)N2CCCCC2)cc1,4,0,6,-3,6,13,11,15,4,1,17
COc1ccc(CCNC(=O)c2ccc(CNc3nc(=S)[nH]c4ccccc34)cc2)cc1OC,7,2,18,5,-4,18,5,9,-12,12,0
COc1ccc(C(=O)NNC(=O)C(C)NC(=O)c2ccccc2NC(=O)c2ccco2)cc1 (configuration not stated),0,0,-20,-2,-1,-3,-3,-38,-20,0,-1
O=C(NCc1ccccn1)C(=O)NCC(c1ccco1)N1CCN(c2ccc(F)cc2)CC1 (configuration not stated),0,0,3,3,14,-2,-15,-23,7,5,15
O=C(CCc1ccccc1)NNc1cc(N2CCCCC2)nc(N2CCCCC2)n1,10,4,10,-16,5,10,-18,-23,34,0,3
CC(=O)Nc1ccc2c3c(ccc([N+](=O)[O-])c13)CC2,6,1,14,3,8,1,17,1,-14,3,9
COc1cc(CNCc2ccccn2)ccc1OCc1c(Cl)cccc1Cl,8,-6,-10,1,20,4,10,30,15,7,19
COC(=O)C1=C(C(=O)c2ccc(C)cc2)C(c2ccc(O)c(OC)c2)n2nnnc2N1 (configuration not stated),10,3,-4,-2,-6,-13,-18,14,37,-11,15
CC1(C(=O)NS(=O)(=O)c2ccccc2OC(F)(F)F)CCN1C(=O)c1ccccc1 (configuration not stated),4,/,2,-9,5,-1,-4,-1,7,/,-6
COc1ccc(CN(C)C(=O)c2cnc(OC)cc2C(F)(F)F)c(OC)c1,-17,1,2,-6,19,-21,19,-16,-11,3,5
Cc1cc(Br)ccc1NC(=O)CN(C)C(=O)C1=COCCO1,7,-11,7,5,-2,-2,-2,11,-9,6,5
Cc1ccc(C(=O)NCCc2csc(-c3cccnc3)n2)cc1,-39,-1,-53,6,-47,-47,43,-28,-12,-5,-5
Cc1ccc(CNC(=O)c2sc3nc4c(c(C(F)(F)F)c3c2N)CCC4)cc1,2,8,-11,3,-5,5,-24,-37,-18,11,5
CCCN(CC(=O)Nc1ccc(C(N)=O)cc1)CC(=O)Nc1ccc(F)c(F)c1F,7,-5,4,-15,4,-6,-4,-1,-5,2,-1
C=CCSc1nnc(-c2ccc([N+](=O)[O-])cc2)o1,-71,2,-72,-5,-48,-45,2,-58,-2,-8,-14
COc1ccc(C(=O)Nc2ccccc2C(=O)NC(C(=O)NCc2ccco2)C(C)C)cc1 (configuration not stated),1,5,-14,-3,5,-5,17,4,-4,4,-1
OCCOc1ccc(CN2CCCC(N3CCN(c4ccc(F)cc4)CC3)C2)cc1 (configuration not stated),-8,-13,-11,-7,4,12,-10,12,-13,3,20

# Going on with the list.
SMILES,TROY signal inh,TLR9-MyD88 inh,NR5A2 inv ag,NOD2 RIPK2 PPI,NCOA3 inh,NCOA1 inh,TRAIL sens C8,SRC2 inh,TWEAK-Fn14 inh,EBV LMP1 NFkB,COUP-TFII inh
CCOC(=O)c1[nH]c2ccc(OC)cc2c1NS(=O)(=O)c1ccc(Cl)s1,14,-11,-5,-4,0,5,10,-29,-4,8,-16
O=C(NCc1ccccn1)Nc1ccc(F)cc1F,-11,4,-7,-9,9,-135,5,-45,-11,3,-8
C/C(CC(=O)Nc1ccc2c(c1)OCO2)=N\NC(=O)c1ccc(N)cc1,-72,/,-49,-9,-15,-55,-11,6,4,7,-2
Cc1cc(-c2nnc3n2N=C(C(C)(C)C)CS3)n[nH]1,5,5,9,-2,-25,0,17,9,-3,0,-5
COc1ccc(CCNC(=O)c2cc(-c3ccncc3)nc3c(Cl)cccc23)cc1OC,18,0,6,-7,6,7,10,-36,-12,-18,-8
CC1=C/C(=C(/c2ccc(O)c(C)c2)c2ccccc2S(=O)(=O)O)C=CC1=O,16,-18,9,-3,19,-9,-7,7,-12,0,-13
CN(C(=O)c1cccc(NC(=O)Cc2ccc(NC(=O)C3CCCN(C(=O)CCc4ccccc4)C3)cc2)c1)C1CC1 (configuration not stated),4,-3,17,2,2,12,6,8,14,10,10
Cc1cc(C)n2c(NC3CCCC3)c(-c3ccc(F)cc3)nc2n1,-12,/,4,-29,/,/,-2,-17,-21,/,6
O=c1c(CN2CCN(c3cccc(Cl)c3)CC2)coc2c(Cl)cc(Cl)cc12,-1,-7,1,-11,5,0,-22,6,9,-10,10
COCCNc1cc(C)nc2ccccc12,-4,-4,15,-2,-9,3,8,-36,-15,3,15
CC(=O)Nc1ccc(SCC(=O)c2cc(C)n(-c3ccccc3)c2C)cc1,44,-8,8,-8,47,38,6,26,73*,13,54*
Cc1ccc2nc(C(C)(C)C)c(Cc3ccccc3C(F)(F)F)n2c1,-4,/,-3,-1,7,8,3,17,8,/,8
Cc1ccccc1Cn1c([N+](=O)[O-])cnc1C,16,8,-5,-10,6,-14,-5,1,-5,-1,-23
CCCCc1c(O)nc(SCC(=O)NCC2CCCO2)[nH]c1=O (configuration not stated),11,-11,-18,-1,34,-6,-14,10,5,0,0
CCC1(c2ccccc2)NC(=O)N(CC(=O)NNC(=O)CCN2CCN(c3ccccc3)CC2)C1=O (configuration not stated),-14,0,8,-9,6,1,-7,-5,-6,3,8
Nc1cc(N2CCCCC2)c(Cl)cc1[N+](=O)[O-],2,4,4,12,-15,10,2,-3,7,-1,-14
C=CC[C@H](CC(=O)NCCO)C(=O)N[C@H](COC(=O)[C@@H](CC=C)Cc1ccc(F)cc1)C(C)(C)C,-5,12,-15,-2,4,-4,-3,-8,1,0,0
